# Compound activity from PubChem.
# PfGluPho inh: PfG6PD enzyme inhibitors, primary screen, biochemical, fluorescence intensity, uHTS; glucose-6-phosphate dehydrogenase-6-phosphogluconolactonase (Plasmodium falciparum 3D7); PfGluPho enzyme, NADPH resazurin-diaphorase fluorescence; inhibition, % at 20 µM; 350,000 compounds, 0.78% hits; AID 504690, 2011;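 active means inhibition reaching at least a set limit at 20 µM in the primary screen, cut at about 59% in these data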;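 further: 0% = DMSO wells with substrate and 100% = DMSO wells lacking glucose-6-phosphate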
# hIAP activ: human IAP activators, primary screen, biochemical, luminescence, uHTS. purified human IAP, CDP-Star luminescence, 30 min; stronger effect = higher value; 1 = vehicle-only enzyme, 0 = enzyme-free background. AID 2524, 2010. 330,000 compounds, 0.16% hits. activation factor at 10 µM. Intestinal-type alkaline phosphatase (Homo sapiens), P09923;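 active means activation factor of the enzyme at least 2-fold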; further: the source names both 10 and 20 µM as test concentration; values of inactives mirror those of a sister screen read the other way
# Target sequence (P09923 whole entry, looked up): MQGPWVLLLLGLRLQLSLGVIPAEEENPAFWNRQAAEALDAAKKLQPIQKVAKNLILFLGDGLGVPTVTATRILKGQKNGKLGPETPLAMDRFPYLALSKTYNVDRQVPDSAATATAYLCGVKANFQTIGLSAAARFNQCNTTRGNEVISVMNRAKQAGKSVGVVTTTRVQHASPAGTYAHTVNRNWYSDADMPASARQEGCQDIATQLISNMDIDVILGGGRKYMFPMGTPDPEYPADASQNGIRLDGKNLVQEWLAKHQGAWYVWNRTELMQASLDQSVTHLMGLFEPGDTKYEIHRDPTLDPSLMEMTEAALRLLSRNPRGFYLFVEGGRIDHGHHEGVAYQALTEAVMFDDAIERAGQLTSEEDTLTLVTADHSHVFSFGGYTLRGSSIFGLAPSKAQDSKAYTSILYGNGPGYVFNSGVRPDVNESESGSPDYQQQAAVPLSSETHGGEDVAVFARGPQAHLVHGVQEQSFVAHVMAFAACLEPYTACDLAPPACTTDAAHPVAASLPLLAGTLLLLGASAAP
# mIAP block: inhibitors of mouse IAP, primary screen, biochemical, luminescence, uHTS; intestinal alkaline phosphatase [Mus musculus]; purified mouse IAP, CDP-Star luminescence, 30 min; 330,000 compounds, 0.2% hits; inhibition, % at 10 µM;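 active means inhibition of at least 40% at 10 µM in the primary screen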;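 further: plate controls were DMSO with enzyme for no effect and no enzyme wells for full effect; values of inactives mirror those of a sister screen read the other way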
# ATG4B inhibitor: ATG4B protease inhibitors, primary screen, biochemical, fluorescence, uHTS | Cysteine protease ATG4B (Homo sapiens), Q9Y4P1 | ATG4B cleavage of LC3-PLA2, NBD-HPC fluorescence, 1 h | inhibition, % at 8.33 µM | 340,000 compounds, 0.51% hits | AID 504462, 2011; in the data active means inhibition above about 40%
# hIAP inh: human IAP inhibitors, primary screen, biochemical, luminescence, uHTS | purified IAP, CDP-Star luminescence, 30 min | inhibition, % at 10 µM | 330,000 compounds, 0.12% hits;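 active means inhibition reaching a set limit with compound at 10 µM in the primary screen, cut at about 35% in these data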;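 further: plate controls were DMSO wells with enzyme for no effect and no-enzyme buffer wells for full effect; values of inactives mirror those of a sister screen read the other way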
# mIAP activ: activators of mouse IAP, primary screen, biochemical, luminescence, uHTS | intestinal alkaline phosphatase [Mus musculus] | muIAP, CDP-Star luminescence, 30 min; stronger effect = higher value; 1 = vehicle-only enzyme signal, 0 = enzyme-free wells | activation factor at 10 µM | 330,000 compounds, 0.24% hits;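 active means activation factor of at least 2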; further: the source names both 10 and 20 µM as test concentration; values of inactives mirror those of a sister screen read the other way
#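 Assay system: mouse IAP enzyme / Compound: DMSO-dissolved test compounds / Timing: 30 min, room temperature / Measured by: luminescence from enzymatic CDP-Star hydrolysis / Control set: DMSO-only wells, enzyme-free buffer wells as negative control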
# HKDC1 inhibitor: HKDC1 hexokinase inhibitors, primary screen, biochemical, fluorescence, uHTS; Q2TB90; recombinant HKDC1, G6PDH/diaphorase resazurin coupled fluorescence; inhibition, % at 20 µM; 340,000 compounds, 0.16% hits;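 active means inhibition above about 35% when tested at 20 µM, limit read from the data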;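 further: plate controls were DMSO wells with enzyme for no effect and DMSO wells lacking enzyme for full effect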
#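 Test system: recombinant HKDC1 (HK5) hexokinase enzyme, produced in-house / Doses: 20 µM test compound, 1% DMSO / Timing: 90 min, room temperature / Detection: G6PDH/diaphorase-coupled fluorescence, 1 mM NADP, 100 µM resazurin, 525/613 nm / Control set: DMSO wells with and without enzyme mix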
# APOBEC3A inh: APOBEC3A ssDNA deaminase inhibitors, primary screen, selectivity assay for APOBEC3G inhibitor project, biochemical, FAM/TAMRA oligo cleavage fluorescence; DNA dC->dU-editing enzyme APOBEC-3A (Homo sapiens), P31941; inhibition, % at 20 µM; recombinant A3A, FAM/TAMRA ssDNA deamination fluorescence; AID 493011, 2011; 330,000 compounds, 0.41% hits;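 active means at least 40% inhibition at 20 µM here, with at most 30% in a related deaminase screen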;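 further: plate controls were A3A with DMSO for no effect and wells lacking A3A enzyme for full effect; some results filed as inactive read as strong as hits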
# Target sequence (P31941 whole entry, looked up): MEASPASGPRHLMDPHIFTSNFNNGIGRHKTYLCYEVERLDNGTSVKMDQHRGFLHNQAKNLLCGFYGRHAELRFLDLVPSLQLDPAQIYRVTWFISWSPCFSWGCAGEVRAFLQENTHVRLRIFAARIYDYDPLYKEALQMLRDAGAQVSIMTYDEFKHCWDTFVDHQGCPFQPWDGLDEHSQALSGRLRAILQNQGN
# * hit, by the source's call; x = no result given.
SMILES,PfGluPho inh,hIAP activ,mIAP block,ATG4B inhibitor,hIAP inh,mIAP activ,HKDC1 inhibitor,APOBEC3A inh
CCN1CCN(c2nc3c(C)cccn3c(=O)c2/C=C(\C#N)C(=O)NCCCOC)CC1,7,1,5,-4,-1,0.95,-3,3
CC(C)Oc1ccc(CNC2CCOC(C)(C)C2)cc1 (stereo not given),2,1,-3,-9,-3,1,-6,-3
Cc1ccc(S(=O)(=O)c2nc(-c3ccc(F)cc3)oc2SCC(=O)NCC2CCCO2)cc1 (stereo not given),7,0.93,-4,-11,7,1,-2,1
O=C(NC(=S)Nc1ccccc1C(F)(F)F)c1ccccc1F,26,1.1,2,10,-12,0.98,-8,6
CC1(C)O[C@@H]2[C@H](O1)[C@@H](CO)O[C@H]2n1ccc(=O)[nH]c1=O,3,0.98,-1,7,2,1,-2,0
O=C(O)c1ccc(CSC2CCCCC2)cc1,-40,0.94,0,5,6,1,-5,0
Cn1nnc2cc(C(=O)N3CCN(c4ccccn4)CC3)ccc21,-6,0.9,4,-8,10,0.96,-4,0
CNC[C@H](CC1CCCCC1)NC[C@H](NCCC1CCCC1)[C@H](C)O,-3,1.1,-4,-1,-14,1,-8,0
COc1cccc(C(=O)Nc2ccncc2)c1,x,0.96,-2,x,4,1,x,0
Cc1ccc(NC(=O)CN(C)C(=O)Cc2ccccc2F)cc1,-14,1.1,-2,1,-8,1,1,-5
CC1Cc2cc(S(=O)(=O)NCCC(=O)NCc3ccc(F)cc3)ccc2N1C(=O)C1CC1 (stereo not given),4,0.97,10,0,3,0.9,7,-4
O=C(N/N=C/c1ccoc1)c1cc(O)cc(O)c1,17,1.1,38,-7,-8,0.62,11,90
O=C(c1ccc(Br)cc1)N1CCCc2ccccc21,10,1,-5,8,0,1,-2,-7
COc1ccc(CCCC(=O)NC2CCCCC2C)c(C)c1 (stereo not given),4,1,0,2,-4,1,-9,71*
O=C(COC(=O)c1ccc(O)cc1O)NC12CC3CC(CC(C3)C1)C2,1,0.98,0,-11,2,1,0,3
COc1cc(C(=O)Oc2cccc(/C=N/NC(=O)c3cc(C)[nH]n3)c2)cc(OC)c1OC,3,1.4,7,-2,-44,0.93,2,3
CC(C)C(=O)Nc1ccc(Nc2ccccc2)cc1,3,0.87,-5,-3,13,1.1,2,1
CCc1ccc2c(c1)C(c1ccc([N+](=O)[O-])cc1)=NNC(c1ccc(Br)cc1)=N2,-7,0.9,12,-7,10,0.88,-5,0
Cc1cc(C(=O)COc2cccc3cccnc23)c(C)n1C,21,1.1,6,6,-12,0.94,6,9
COCCCNC(=O)CN(c1ccc(OC)cc1)S(=O)(=O)c1ccc(NC(C)=O)cc1,-7,1.1,2,-1,-6,0.98,0,0

# An excerpt of these results, tab-delimited.
SMILES	PfGluPho inh	hIAP activ	mIAP block	ATG4B inhibitor	hIAP inh	mIAP activ	HKDC1 inhibitor	APOBEC3A inh
CCN1CCN(c2nc3c(C)cccn3c(=O)c2/C=C(\C#N)C(=O)NCCCOC)CC1	7	1	5	-4	-1	0.95	-3	3
CC(C)Oc1ccc(CNC2CCOC(C)(C)C2)cc1 (stereo not given)	2	1	-3	-9	-3	1	-6	-3
Cc1ccc(S(=O)(=O)c2nc(-c3ccc(F)cc3)oc2SCC(=O)NCC2CCCO2)cc1 (stereo not given)	7	0.93	-4	-11	7	1	-2	1
O=C(NC(=S)Nc1ccccc1C(F)(F)F)c1ccccc1F	26	1.1	2	10	-12	0.98	-8	6
CC1(C)O[C@@H]2[C@H](O1)[C@@H](CO)O[C@H]2n1ccc(=O)[nH]c1=O	3	0.98	-1	7	2	1	-2	0
O=C(O)c1ccc(CSC2CCCCC2)cc1	-40	0.94	0	5	6	1	-5	0
Cn1nnc2cc(C(=O)N3CCN(c4ccccn4)CC3)ccc21	-6	0.9	4	-8	10	0.96	-4	0
CNC[C@H](CC1CCCCC1)NC[C@H](NCCC1CCCC1)[C@H](C)O	-3	1.1	-4	-1	-14	1	-8	0
COc1cccc(C(=O)Nc2ccncc2)c1	x	0.96	-2	x	4	1	x	0
Cc1ccc(NC(=O)CN(C)C(=O)Cc2ccccc2F)cc1	-14	1.1	-2	1	-8	1	1	-5
CC1Cc2cc(S(=O)(=O)NCCC(=O)NCc3ccc(F)cc3)ccc2N1C(=O)C1CC1 (stereo not given)	4	0.97	10	0	3	0.9	7	-4
O=C(N/N=C/c1ccoc1)c1cc(O)cc(O)c1	17	1.1	38	-7	-8	0.62	11	90
O=C(c1ccc(Br)cc1)N1CCCc2ccccc21	10	1	-5	8	0	1	-2	-7

# Later entries:
SMILES,PfGluPho inh,hIAP activ,mIAP block,ATG4B inhibitor,hIAP inh,mIAP activ,HKDC1 inhibitor,APOBEC3A inh
Cc1ccc(-c2nn(-c3ccccc3)cc2C(N)=O)o1,12,0.97,7,-5,3,0.93,6,-2
CCC(C)[C@H](NC(=O)NCc1cccs1)C(=O)OC (stereo not given in full),-9,1.2,2,-6,-22,0.98,15,-1
CC(C)c1ccc2[nH]c(O)c(N=NC(=S)NCCc3ccccc3)c2c1,5,1.1,12,-7,-6,0.88,12,0
Cc1cccc(C(=O)Nc2ccc3c(c2)C(=O)NC3=O)c1,13,1,12,-10,-3,0.88,-1,-3
COc1ccc(C2=NCCn3nc4cc([N+](=O)[O-])ccc4c32)cc1,20,1,6,2,-5,0.94,7,0
CC(C)CNS(=O)(=O)c1ccc(CCC(=O)N2CCCC2)cc1,-21,0.99,1,-1,1,0.99,-2,-2
Cc1sc2nc(CN3CCN(S(=O)(=O)c4cccc5nonc45)CC3)[nH]c(=O)c2c1C,27,1,9,-14,0,0.91,4,-3
CC1CCC(NC(=O)CCC(=O)N2CC(C)Oc3ccccc32)CC1 (stereo not given),15,0.83,9,4,17,0.91,-3,-2
CCOC(=O)C1=C(O)CSC1=Nc1cccc2ccccc12,-6,0.94,6,2,6,0.94,-2,0
Cc1ccccc1Nc1n[nH]c(C)c1[N+](=O)[O-],-4,0.91,7,-11,9,0.93,-8,-2
CC(=O)c1ccc(OCc2cc(C(=O)N3CCN(c4ccccc4)CC3C)no2)cc1 (stereo not given),-6,1.2,4,25,-17,0.96,2,-5
CC(C)=CC(=O)OCC(=O)Nc1ccc(Cl)cn1,-1,1.2,-3,-6,-18,1,0,-3
Nc1nc(SCC(=O)N2CCCCC2)[nH]c(=O)c1NC(=O)c1ccccc1F,-5,0.75,-7,1,25,1.1,-5,19
Cc1cc(C)c2[nH]c(O)c(N=NC(=S)NCC3CCCO3)c2c1 (stereo not given),19,1,12,-16,-3,0.88,8,-2
CCN(CCCNC(=O)Cn1ncc2c([nH]c3ccccc32)c1=O)Cc1ccccc1,1,0.93,-7,-3,7,1.1,2,1
O=C(CC1C(=O)NCCN1CC1CCCCC1)NCc1cccc(F)c1F (stereo not given),-1,1.1,4,-10,-8,0.96,-7,0
Cc1cc(SCC(=O)NCCCN2CCCC2=O)nc2ccccc12,3,0.98,-4,4,2,1,-6,1
COc1ccccc1N1C(=O)C2C(C(=O)c3ccccc3)=NN(c3ccc(Br)cc3)C2C1=O (stereo not given),7,0.79,2,1,21,0.97,-4,-7
CC(=O)Nc1cc(C(F)(F)F)ccc1N1CCOCC1,5,0.97,-1,-7,3,1,-19,1
CC1=NNC(=O)C1CC(=O)N/N=C/c1sccc1C (stereo not given),10,1.1,3,-2,-10,0.97,-2,-7
COc1cccc2c1Oc1ncccc1N(C(=O)CCC(=O)NCc1ccc(C)cc1)C2,-5,0.9,-2,-3,10,1,-7,2
Cc1cc(C(=O)COC(=O)c2ccc(O)cc2)c(C)n1CC1COc2ccccc2O1 (stereo not given),-23,0.83,3,2,17,0.97,-3,-2
COc1cc(OC)c(C2C(C(=O)N3CCOCC3)=C(C)NC3=C2C(=O)CC(C)(C)C3)cc1OC (stereo not given),-4,1,2,-3,-4,0.98,-3,-2
CCOc1ccc(C(=O)CCC(=O)Nc2cc(C)ccn2)cc1,1,0.81,9,13,18,0.91,-4,-1
O=C(NCCOc1ccccc1F)C1CCC(=O)N(CC2CCCCC2)C1 (stereo not given),-22,1.2,-2,8,-23,1,0,-7
CCOc1ccc(-n2cnc3sc(C)c(C)c3c2=O)cc1,5,1.1,-3,2,-6,1,-3,2
COc1cccc(NC(=O)CSc2nc3ncc(Br)cc3[nH]2)c1,1,1.7,6,-2,-74,0.94,1,1
CCN(CC)CCn1c2c(c(SCC(=O)Nc3ccccc3Cl)nc1=O)CCCC2,-5,0.83,1,-5,17,0.99,-4,-1
NNC(=O)c1cc2c(s1)CCCCCC2,8,1.2,0,12,-22,1,-1,2
CN(CC(=O)Nc1ccc(Cl)cc1)C(=O)CCc1nc2sc3c(c2c(=O)[nH]1)CCCC3,-10,0.99,-2,4,1,1,0,8
Cc1[nH]n(-c2ccccc2)c(=O)c1/C=N/c1ccccn1,2,0.94,8,0,6,0.93,4,-2
COc1ccc(C(=O)N/C(=C\c2cn(S(=O)(=O)N(C)C)c3ccccc23)C(=O)NC(C)C)cc1,3,1.1,-5,-7,-8,1.1,-10,3
CC(C)C(=O)N1CCN(c2nc(-c3ccccc3)c3c(c2C#N)CC(C)(C)OC3)CC1,-5,1,2,7,-4,0.98,-2,2
COc1ccc(C(C)=O)cc1Cn1cnc2c(cnn2C)c1=O,-4,0.89,-6,2,11,1.1,-6,-8
CSCCC(NC(=O)COc1ccccc1)C(=O)OCC(=O)c1cc2ccccc2o1 (stereo not given),-5,0.93,2,-18,7,0.98,0,-5
O=C(CCN1C(=O)c2ccccc2S1(=O)=O)N1CCN(c2ccc(F)cc2)CC1,-7,0.99,-4,-2,0,1,4,-3
O=C(Nc1cnccn1)c1ccncc1,-7,1.2,-9,2,-16,1.1,-8,-1
O=Nc1c(-c2cccc([N+](=O)[O-])c2)nc2ncccn12,x,1.2,10,x,-19,0.9,x,-1
COc1ccc(C(=O)NCCOC(C)C)cc1OC1CCN(C(C)=O)CC1,-7,0.85,-5,0,14,1.1,-2,-3
COc1ccc(NC(=O)c2c(C)noc2-c2snnc2C)cc1,-14,1.1,4,5,-10,0.96,1,1
CC(=O)N(CCC(Cc1ccccc1)c1ccc2c(c1)OCO2)Cc1ccccc1F (stereo not given),-6,1.1,0,-4,-6,1,-5,0
COc1ccc(/C=C2\Sc3ccc(C(=O)N4CCOCC4)cc3N(C)C2=O)cc1,12,0.97,9,-5,3,0.91,-4,-5
Cc1cccc(N(CC(=O)N2CCN(C)CC2)S(=O)(=O)c2ccccc2)c1,-3,1.1,-10,-12,-8,1.1,-9,-2

# No enrichment for hits. Share with any hit: about 2.4%.
